Anthrax LF inh2 – Bacillus anthracis LF protease inhibitors, primary screen, biochemical, multiplex microsphere, MLPCN library; Lethal factor (Bacillus anthracis), P15917; multiplex microsphere protease cleavage assay; inhibition, % at 10 µM; 0.12% of 360,000 active; further: plate controls were buffer without enzyme for full effect and enzyme alone for no effect
Y pestis TopoI – Yersinia pestis topoisomerase I inhibitors, primary screen, biochemical, cleavage product accumulation, plate reader, single point. DNA topoisomerase I (Yersinia pestis CO92). Y. pestis Topo-I cleavage product accumulation. activity, % at 10 µM. 0.064% of 360,000 active. AID 504884, 2011; in the data active means activity above about 50%, passing the limit was not always enough; inconclusive means no clear call, values can overlap the other calls; further: inactives centre near 2
SSB-PriA inh – inhibitors of Klebsiella pneumoniae PriA binding to SSB C-terminal tail, primary screen, biochemical, AlphaScreen | 0.6% of 430,000 active | inhibition, % at 33 µM | AlphaScreen SSBct-PriA binding, biotinylated peptide | PriA–SSB C-terminal tail interaction (Klebsiella pneumoniae); in the data active means inhibition mostly above about 37%, no sharp cut-off; inactive means mostly below about 20%;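 further: plate controls were negative control peptide for no effect and reference peptide for full effect; strong numbers were not always called active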
BH1578 lux ind – inducers of Vibrio cholerae quorum light production without autoinducers, primary screen, BH1578 luxS cqsA deficient, single point | V. cholerae BH1578 lux reporter, luminescence, 6 h | activation, % at 18.7 µM | 0.16% of 350,000 active; in the data active means activation mostly above about 9.7%, no sharp cut-off; inconclusive means no clear call, values can overlap the other calls; inactive means mostly below about 3.7%; further: not every result past the cut was called active; inactives centre near 0; reference of the scale not given here
PrPC surface inh – inhibitors of human cell surface prion protein PrPC, primary screen, cell-based, TR-FRET | TR-FRET read-out | inhibition, % at 13.8 µM | 0.43% of 370,000 active; in the data active means inhibition above about 24%; further: 0% = median of the test wells and 100% = reference compound wells
SARS 3CLpro inh – SARS-CoV 3CLpro protease inhibitors, primary screen, biochemical, quenched FRET | recombinant SARS-CoV 3CLpro, quenched FRET peptide cleavage | inhibition, % at 6 µM | 0.14% of 290,000 active; in the data active means inhibition above about 12%
TcdB GH inh – TcdB glycohydrolase inhibitors, primary screen, biochemical, single point, plate reader; Toxin B (Clostridioides difficile), P18177; TcdB glycohydrolase enzymatic assay; inhibition, % at 9.99 µM; 0.24% of 350,000 active; AID 652162, 2013; in the data active means inhibition above about 10%
PfHsp40 yeast – rescue of yeast from PfHsp40 toxicity, primary screen, S. cerevisiae, ATP luminescence; S. cerevisiae expressing PfHsp40, growth rescue; 0.68% of 340,000 active; AID 504582, 2011; growth rescue, % at 12.5 µM; in the data active means growth rescue above about 28%, passing the limit was not always enough; inconclusive means no clear call, values can overlap the other calls;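 further: yeast W303a lacking pdr1 and pdr3 grown in galactose medium; growth measured after three days at 30 °C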
BoNT A protease – BoNT/A light chain protease inhibitors, primary screen, biochemical, flow cytometry, MLPCN library; Botulinum neurotoxin type A light chain protease (Clostridium botulinum A str. ATCC 3502); multiplex microsphere protease substrate cleavage; inhibition, % at 10 µM; 0.17% of 360,000 active; further: plate controls were buffer without enzyme for full effect and enzyme alone for no effect
* hit, by the source's call; i = inactive; ? = inconclusive; · = no result given; + = active, no number; & = joins results of further samples. Unless noted, no stated cut-off is given here; in the data, active means inhibition above about 30%; inconclusive means no clear call, values can overlap the other calls; inactive means below that. The list is partial. The share of hits here may be higher or lower than overall.

SMILES	Anthrax LF inh2	Y pestis TopoI	SSB-PriA inh	BH1578 lux ind	PrPC surface inh	SARS 3CLpro inh	TcdB GH inh	PfHsp40 yeast	BoNT A protease
COc1cccc(N2CC(C(=O)Nc3nnc(SCC(=O)NC4CCCC4)s3)CC2=O)c1 (stereo unspecified)	-2	1	-14	-0.6	-1	2	-0.3	-0.7	0.1
C=C(C)CSc1nc2ccccc2c(=O)n1-c1c(C)n(C)n(-c2ccccc2)c1=O	-2	10	2	i	5	4	0.3	-1.2	-0.4
CC(=O)Nc1ccc(N/C=C/C(=O)c2ccco2)cc1	-5	-11	5	·	-5	1	·	1.1	0.5
CCCc1nc2ccccc2c(C(=O)OCC(=O)N2CCc3ccccc32)c1CC	-1	23	-4	-0.1	5	-5	-0.9	0.7	-1.2
O=C(CN1CCCCC1)N1CCN(S(=O)(=O)c2ccccc2)C1	-3	6	-10	-0.2	7	-4	1.2	-1.6	0.2
CC(C)(C)OC(=O)NCc1ccc(CNC(=O)c2[nH]cnc2C(=O)N[C@@H](Cc2ccccc2)C(=O)OCc2ccccc2)cc1	-5	8	-9	-2.8	-3	14*	0.5	-1.1	-0.3
Cc1sc2ncn(CC(=O)N3CCC(C(N)=O)CC3)c(=O)c2c1S(=O)(=O)N1CC(C)CC(C)C1 (stereo unspecified)	3	-6	-13	-0.2	-4	0	-1.0	-0.1	0.0
CCOc1ccc(NC(=O)CCNC(=O)C2CCN(S(=O)(=O)c3ccccc3)CC2)cc1	-1	3	-5	i	7	3	-0.2	0.5	0.4
CCOc1ccc(Nc2ccc3nonc3c2[N+](=O)[O-])cc1	-5	-5	18	+	-34	2	-0.3	-1.5	-1.1
Cn1c2ccccc2c2cc(C(=O)OCC(=O)N3CC(=O)Nc4ccccc43)sc21	2	8	-2	i	4	-2	·	0.4	3.0
CCCC(=O)Nc1ccc(NCc2ccc(C)s2)cc1	-8	-7	9	-0.3	6	3	2.8	0.7	-1.9
Cc1nc2[nH]c(=O)c3c(n2n1)NC1=C(C(=O)CC(C)(C)C1)C3c1ccccc1 (stereo unspecified)	0	5	-14	-0.3	2	1	·	0.4	0.0

A section from further up:
SMILES	Anthrax LF inh2	Y pestis TopoI	SSB-PriA inh	BH1578 lux ind	PrPC surface inh	SARS 3CLpro inh	TcdB GH inh	PfHsp40 yeast	BoNT A protease
Cn1c2ccccc2c2cc(C(=O)OCC(=O)N3CC(=O)Nc4ccccc43)sc21	2	8	-2	i	4	-2	·	0.4	3.0
CCCC(=O)Nc1ccc(NCc2ccc(C)s2)cc1	-8	-7	9	-0.3	6	3	2.8	0.7	-1.9

(next part)
SMILES	Anthrax LF inh2	Y pestis TopoI	SSB-PriA inh	BH1578 lux ind	PrPC surface inh	SARS 3CLpro inh	TcdB GH inh	PfHsp40 yeast	BoNT A protease
COc1cc(C(=O)OCC(=O)N(C)Cc2ccccc2)cc(OC)c1OC	-3	-2	-6	i	-4	-5	·	-1.5	0.2
Cc1sc2ncn(CC(=O)NCCc3ccccc3)c(=O)c2c1C	2	2	-1	-1.4	-4	-4	·	-0.4	-0.1
COc1ccc(NS(=O)(=O)c2ccc(C)c(C(=O)N3CCC3)c2)cc1	?	-4	1	i	9	·	-4.3	-0.4	?
COc1cccc(-c2cc(C(=O)Nc3ccc([N+](=O)[O-])cn3)c3ccccc3n2)c1	0	-2	3	-0.1	3	1	·	0.6	0.2
COc1ccc(Cc2n[nH]c(=S)n2NC(=O)Nc2ccc(C)cc2)cc1	3	4	-14	0.4	7	3	-0.2	-0.7	-0.4
COc1ccccc1NC(=O)c1ccc(NS(=O)(=O)c2ccc(F)c(Cl)c2)cc1	0	13	-5	i	2	7	·	0.3	-0.5
O=C1c2cccc([N+](=O)[O-])c2C(=O)N1C1CCCCC1	-5	3	8	-2.3	-4	1	2.1	-0.8	-0.9
O=C(CSc1nc2ccccc2nc1SCC(=O)N1CCCCC1)N1CCCCC1	-3	-1	1	i	-2	1	·	1.1	0.2
Cc1ccc(-c2cc3nc(-c4ccccc4)cc(N4CCOCC4)n3n2)cc1	-1	-5	-20	0.0	4	5	·	0.6	1.6
O=C(CCN1CCc2ccccc21)c1ccc2c(c1)OCCO2	?	-27	48*	0.0	-1	0	·	-1.5	?
Cc1nn(C)cc1CNC(=O)c1ccc(Br)o1	0	0	-15	-0.6	5	-4	·	0.5	-0.8
CCOC(=O)c1c(N)sc(C(=O)N(C)C)c1CN1CCOCC1	0	-9	-22	-0.1	-3	6	0.8	0.3	0.2
C=CCc1c(C)nc2c(-c3ccccc3)cnn2c1N1CCOCC1	5	-8	-6	1.2	1	2	0.4	-0.7	1.3
COc1ccc(-n2c(=O)[nH]cc(C(=O)Nc3ccccc3)c2=O)cc1	-10	-7	0	-0.1	9	2	0.8	0.4	-0.2
CCn1c2ccccc2c2cc(/C=N/n3cnnc3)ccc21	-4	6	·	0.1	-1	-6	·	2.7	0.7
O=c1cc[nH]c2c(C(F)(F)F)cccc12	1	-4	1&-13	i	-6	1	·	0.8	0.1
CCOc1ccccc1NC(=O)Nc1ccsc1C(=O)OC	-5	4	-9	i	8	1	1.9	0.0	-0.6
CCCCCn1c(S(=O)(=O)O)nc2ccccc21	-7	-1	-4	-0.3	3	1	·	-1.1	0.5
CCOC(=O)c1sc2nc(SCC#N)n(CC3CCCO3)c(=O)c2c1C (stereo unspecified)	-1	3	-16	-0.3	0	-11	·	-0.6	-1.0
CCN(CC)S(=O)(=O)c1ccc(/C=C/C(=O)N(c2ccccn2)C2CCCCC2)cc1	2	15	2	-2.9	5	3	0.5	0.9	0.1
Cn1c(C(=O)NCCCN2CCN(c3ccc(F)cc3)CC2)cc2c(=O)n(C)c3ccccc3c21	-7	10	-5	-0.9	-12	·	0.9	0.5	-0.6
CCOc1ccc(-c2nnn(CC(=O)c3cc(OC)ccc3OC)n2)cc1	-9	5	-4	i	5	6	·	0.8	0.2
Cc1nn(Cc2ccc(C(=O)O)o2)c(C)c1[N+](=O)[O-]	-9	19	-1	-1.1	-1	2	0.6	1.6	-1.4
CC(C)C[C@@H](COCc1cccc(C(F)(F)F)c1)N1CCN(C(=O)c2ccc(C(F)(F)F)cc2)CCC1=O	1	·	·	·	2	·	1.2	·	-0.1
CC(C)(C)NC(=O)CN(Cc1ccc(F)cc1)C(=O)Cn1nnc(-c2ccc(F)cc2)n1	1	-1	6	i	-4	7	1.3	0.7	-0.2
C/C(CC(=O)Nc1ccc(OCc2ccccc2)cc1)=N\NC(=O)C(=O)Nc1cccc(C)c1	-2	6	·	-0.2	14	3	·	0.9	-0.3
CCCOc1cc(C)c(S(=O)(=O)NC2CC(C)(C)NC(C)(C)C2)cc1C	0	-12	-4	-0.4	-5	7	·	-1.6	-0.7
CC(C)(C)S(=O)N1Cc2cc(C(=O)N3CCOCC3)nc(-c3cccc(Br)c3)c2[C@H]1CCO (stereo partly specified)	-4	·	·	·	6	·	-2.6	·	0.1
CN(CC(=O)Nc1cccc(F)c1)C(=O)c1cccc(S(=O)(=O)N2CCN(Cc3ccccc3)CC2)c1	7	9	·	i	16	·	1.0	·	-0.3
CC(C)c1ccc(S(=O)(=O)Nc2ccc(-n3cnnn3)cc2)cc1	-3	-3	-19	-0.9	13	·	2.1	1.0	4.5
O=C(O)c1ccccc1/C=N/NC(=O)C1CCCC1	-1	12	·	i	6	-4	0.7	-0.1	-0.2
CCCCOc1ccc(SCCCN2CCOCC2)cc1	-4	25	-13	3.8	2	·	-0.7	-0.4	-0.2
Cc1ccc2[nH]cc(S(=O)(=O)c3ccc(F)cc3)c(=O)c2c1	10	1	-16	i	13	0	-1.2	-0.6	-1.1
O=C(c1cccc(S(=O)(=O)N2CCOCC2)c1)N1CCN(c2ccccc2)CC1	-1	-5	-4	-0.6	-3	·	0.5	-0.3	-0.8
Cc1cc(F)cc(-c2cc(C(=O)NCc3ccccc3)[nH]n2)c1	0	0	·	i	-1	·	0.7	·	0.0
Cc1cccc(N2CC(C(=O)Nc3ccccc3N3CCCC3)CC2=O)c1C (stereo unspecified)	1	13	11	7.1	6	·	-11	-1.0	1.0

Looked up above.
Result of `Cn1c(C(=O)NCCCN2CCN(c3ccc(F)cc3)CC2)cc2c(=O)n(C)c3ccccc3c21` in TcdB GH inh: 0.9
Result of `O=C(CCN1CCc2ccccc21)c1ccc2c(c1)OCCO2` in PrPC surface inh: -1
Result of `CCOC(=O)c1sc2nc(SCC#N)n(CC3CCCO3)c(=O)c2c1C` (stereo unspecified) in SSB-PriA inh: -16
Result of `Cc1ccc2[nH]cc(S(=O)(=O)c3ccc(F)cc3)c(=O)c2c1` in SARS 3CLpro inh: 0

More structures:
SMILES	Anthrax LF inh2	Y pestis TopoI	SSB-PriA inh	BH1578 lux ind	PrPC surface inh	SARS 3CLpro inh	TcdB GH inh	PfHsp40 yeast	BoNT A protease
CN(c1ccc(OCC(=O)N2CCCCC2)cc1)S(=O)(=O)c1cccs1	-2	-7	-23	-0.1	8	0	·	-0.4	-0.9
CCc1cccc(CC)c1NC(=O)COC(=O)c1cccc(-c2ccc(OC(C)=O)cc2)c1	0	-1	-1	i	0	-4	0.4	-0.1	-1.2
NC(=O)c1c(N)sc(=S)n1CC1CCCO1 (stereo unspecified)	1	9	-13	·	-6	3	·	1.8	-0.1
O=c1c2c3c(sc2n2c(=S)[nH]nc2n1-c1ccccc1)CCC3	11	4	0	i	-3	3	3.3	1.3	-7.7
CC(=O)c1ccc(NC(=O)CSc2nnc(NC(=O)C3CC3)s2)cc1	4	5	-27	-0.3	-4	0	1.7	-0.8	0.9
Cc1ccc(CN2CCN(/N=C/c3ccc(O)c(O)c3)CC2)cc1	17	-9	·	0.4	5	-8	-1.5	-0.9	0.8
Cn1c(=O)c2c(ncn2CC(=O)Nc2ccc(N3CCOCC3)cc2)n(C)c1=O	0	6	-13	i	-1	-1	·	-0.1	-0.5
Cc1cc(C)nc(SCCC(=O)Nc2ccccc2)n1	-3	-5	-9	-6.2	1	5	0.9	-1.3	0.0
CCOC(=O)C1=C(c2ccc(OC)cc2)OC(N)=C(C#N)C1c1cccnc1 (stereo unspecified)	-2	-3	3	0.9	-9	10	1.8	·	-0.1
COc1cc(OC)cc(-c2c(C#Cc3ccsc3)c3cc(-c4ccc5c(c4)OCCO5)ccc3n2C)c1	-5	-12	-12	-1.1	10	·	0.7	-0.9	0.1
CCOC(=O)c1cc(C)nc(SC)c1C#N	-3	3	-9	-0.6	-2	-2	-0.6	-0.2	0.1
CC(=O)NC(c1ccc(F)c(F)c1)c1nc(-c2ccncc2)cs1 (stereo unspecified)	2	-10	·	-0.7	16	·	1.9	·	0.3
C=CCn1c(=O)n(CCOC)c(=O)c2sc3ccccc3c21	-11	-10	-8	0.1	-5	-6	1.6	-0.8	-0.6
O=C(c1noc2c1CCCC2)N1CCc2c([nH]c3ccccc23)C1c1ccccn1 (stereo unspecified)	-2	6	23	i	-1	7	0.4	3.8	0.0
COc1ccccc1NS(=O)(=O)c1ccc(C(=O)NCC(c2ccco2)N(C)C)cc1 (stereo unspecified)	6	-3	6	0.0	-9	·	1.2	-0.4	-0.1
c1cncc(-c2ccc3[nH]ccc3c2)c1	-2	-6	0	i	-8	·	1.6	-0.8	-0.1
O=C(c1ccc(OC2CCN(Cc3ccccc3O)CC2)cc1)N1CCCCC1	0	1	12	i	-5	-3	0.1	-0.6	0.1
Cc1ccc(-n2c(Cc3cccs3)nnc2SCC(N)=O)cc1	-1	4	-3	i	-4	6	1.4	1.1	?
C=CCn1c(NCc2ccc(N(C)C)cc2)nc2ccccc21	-7	-11	19	0.6	-4	-2	·	0.6	-0.6
Cc1ccccc1NS(=O)(=O)c1cc2c(cc1C)NC(=O)CO2	-6	1	0	-0.4	-8	5	-0.1	0.1	-1.1
